SW480 rerep = induces DNA re-replication in SW480 colon adenocarcinoma cells; SW480 DNA re-replication, Hoechst DNA content imaging, 48 h; Potency, µM (highest dose often 46.1 µM), inactives show top-dose re-replication activation, hits mostly activators; actives 1.8% (n = 340,000); further: potency means the concentration at half of the fitted maximal effect; % of control where 0% means no effect; nearly all actives have a fitted effect of over 55% in size
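250 cells/well; 23 nL cpd via pin tool; 48 hr, 37 C, 5% CO2; Hoechst 40 min; imager read of total nuclear intensity, ex 405/em 500-530 nm.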
ATXN viability = cell viability loss in ATXN counter-screen. S2 cells (HEK-293 line with an ATXN2-luciferase reporter) viability, CellTiter-Fluor protease fluorescence, 24 h. Potency, µM (top dose mostly 56.7 µM), hits mostly cytotoxic. actives 0.49% (n = 400,000). AID 651635; further: potency means the concentration at half of the fitted maximal effect; nearly all actives have a fitted effect of over 40% in size
ATXN2 expr inh = reduces ATXN2 reporter expression in HEK-293 cells | HEK-293 ATXN2-luciferase reporter, luminescence, 24 h | Potency, µM (highest dose often 57 µM), for inactives: top-dose activity change, negative = inhibition, usual class: inhibitors | actives 0.72% (n = 360,000); further: potency means the concentration at half of the fitted maximal effect; on the % scale 0 is the no-effect control and ±100 the full control effect; nearly all actives have a fitted effect of over 55% in size
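qHTS (up to 57 uM final) was run with 24 h compound exposure of reporter cells at 37 °C. Each well was multiplexed: SteadyGlo luminescence measured ATXN2-luciferase expression after a fluorogenic Gly-Phe-AFC viability readout (25 uM final).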
KB-3-1 tox = KB-3-1 parental cell cytotoxicity | KB-3-1 viability, CellTiter-Glo ATP luminescence, 72 h | Potency, µM (doses to about 46.1 µM), for inactives: at the top dose activity change, negative = cytotoxic, most hits filed as cytotoxic | actives 1.4% (n = 400,000) | AID 1347075; further: potency means the concentration at half of the fitted maximal effect; on the % scale 0 is the no-effect control and ±100 the full control effect; nearly all actives have a fitted effect of over 60% in size
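Here the drug-naive KB-3-1 line serves as comparator for MDR sub-line selectivity; cells received compound titrations, 72 h at 37 °C, then CellTiter-Glo readout.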
HT1080-NT tox = kills 2HG-producing HT-1080-NT fibrosarcoma cells; HT-1080-NT fibrosarcoma viability, CellTiter-Glo ATP luminescence, 48 h; Potency, µM (highest dose often 46.1 µM), for inactives: top-dose activity, negative = less viability, actives largely listed as cytotoxic; actives 1.6% (n = 360,000);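 further: NT is the 2HG producing partner of a matched IDH1 knockdown line; potency means the concentration at half of the fitted maximal effect; 0% = DMSO-treated cells and -100% = media-only wells without cells; nearly all actives have a fitted effect of over 55% in size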
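HT-1080-NT fibrosarcoma cells (2HG-overproducing), 750 cells/well in RPMI with 5% FBS, dosed after 2 h and incubated 48 h at 37C. CellTiter-Glo luminescence normalized to DMSO and no-cell wells; concentration-response curves fitted and classed.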
HT1080 IDH1KD tx = toxicity to HT-1080 IDH1 knockdown cells (counter line); HT-1080 IDH1 knockdown viability, ATP luminescence, 48 h; Potency, µM (series often up to 46.1 µM), without a hit: at the highest dose activity, negative = toxicity, most hits filed as cytotoxic; actives 2% (n = 360,000);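 further: potency means the concentration at half of the fitted maximal effect; 0% = DMSO wells and -100% = cell-free medium wells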
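Cytotoxicity counter-line: IDH1KD HT-1080, 48 h, CellTiter-Glo. Curves classed by r2, magnitude and activity.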
IL-1B inflam inh = inflammasome signaling inhibition, IL-1 beta readout; AID 743279; actives 4.7% (n = 360,000); THP-1 LPS/ATP IL-1B secretion, AlphaLISA, 16 h; hits give low values; activity change, % at 57.5 µM; in the data active means activity change below about -50%; inconclusive means mostly about -30% to -49%; further: on the % scale 0 is the no-effect control and ±100 the full control effect
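Secreted IL-1B measured by AlphaLISA bead assay after 16 h compound exposure of THP-1 cells; compounds (final up to 57.5 uM) added 1 h before LPS (250 ng/mL) and ATP (1.25 mM) stimulation; lower signal means less secretion.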
KB-V1 MDR tox = kills drug-selected multidrug resistant KB-V1 cells; AID 1347076; KB-V1 MDR cells viability, CellTiter-Glo, 72 h; actives 3.4% (n = 400,000); Potency, µM (highest dose often 46.1 µM), without a hit: at the highest dose activity change, negative = cytotoxicity, actives largely listed as cytotoxic; further: potency means the concentration at half of the fitted maximal effect; on the % scale 0 is the no-effect control and ±100 the full control effect; nearly all actives have a fitted effect of over 60% in size
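Readout: CellTiter-Glo luminescence, 10 min after addition. Cells: KB-V1 MDR subline, 72 h at 37 degrees C with compound. Analysis: corrected, normalized data fitted to concentration-effect curves.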
MCF10A rerep = induces DNA re-replication in MCF 10a normal breast cells; MCF 10A DNA re-replication, Hoechst nuclear intensity, 48 h; actives 2.9% (n = 350,000); Potency, µM (highest dose often 46.1 µM), without a hit: top-dose activity, positive = re-replication, most hits filed as activators; AID 624296; further: potency means the concentration at half of the fitted maximal effect; % of control where 0% means no effect; nearly all actives have a fitted effect of over 50% in size
The depositor's hits bear a star; i = inactive; ? = inconclusive; . = no result given; ! = repeats disagree; [ ] = dose if it differs, or a comment. Unless noted, the call rests on the fitted dose curve; in most records, active means well fitted curve in the direction sought with a large enough effect; inconclusive means small, poorly fitted or top-dose-only effect, or another doubt; inactive means no such curve, though single readings can be large; an effect the other way counts as inactive or inconclusive.

#1 O=C(COC(=O)C1(c2ccc(Cl)cc2)CCCC1)NC1CCS(=O)(=O)C1 (stereo not given)
#2 OC[C@@H]1CN(Cc2ccc(F)cc2)C[C@H](n2cnc3c(NCc4ccco4)ncnc32)O1
#3 NC(=O)C1CCN(C(=O)Nc2csc3ccccc23)CC1
#4 Cn1c(-c2ccccc2)cccc1=O
#5 N/C(Cn1cncn1)=N\OC(=O)c1ccc(Cl)cc1
#6 COCCNC(=O)CCCC(=O)NCCOC
#7 CCOC(=O)C(C(=O)OCC)C1OC(=O)c2cc3c(cc21)C(=O)OC3C(C(=O)OCC)C(=O)OCC (stereo not given)
#8 CN1C=C/C(=C\c2cc[n+](C)c3ccccc23)c2ccccc21

assay / compound,1,2,3,4,5,6,7,8
SW480 rerep,1%,.,-16%,-17%,-1%,-6%,29%,-24%
ATXN viability,i,i,i,i,i,i,i,?
ATXN2 expr inh,-12%,11%,-21%,5%,-22%[11.3 µM],-13%,-21%,8.4µM*
KB-3-1 tox,-3%,0%,1%,0%,-1%,1%,-13%,-8%
HT1080-NT tox,-13%,?,-1%,15%,-3%,2%,?,?
HT1080 IDH1KD tx,-12%,25%,6%,4%,-2%,1%,?,6.5µM*
IL-1B inflam inh,12,2,30,20,-5,22,-98*,-71*
KB-V1 MDR tox,?,4%,0%,13%,3%,17%,6%,0%
MCF10A rerep,0%,.,5%,-12%,-3%,1%,?,0.58µM*

#9 S=c1[nH]c(-c2ccccc2)cn1/N=C/c1ccc(Br)cc1
#10 O=C(NC(c1ccccc1)c1ccccc1)c1cccc(S(=O)(=O)NCc2ccccc2)c1
#11 COc1ccc(S(=O)(=O)N2CCC(C(=O)N[C@@H](C)C(=O)N3CCCCCC3)CC2)cc1
#12 CC(=O)c1cccc(NC(=O)CC(C)n2ccnc2)c1 (stereo not given)
#13 CCNC(=O)C1(C)CCN(C(=O)c2ccc(C)c(F)c2)C1 (stereo not given)
#14 CC(C)CSc1nc2ccccc2[nH]1
#15 Cc1ccc(CN2CCN(C3CCN(C(=O)Nc4ccccc4C(F)(F)F)CC3)C(=O)C2=O)cc1
#16 COC(=O)c1ccc2nc(-c3ccc(C)cc3)c(Cc3ccsc3)n2c1

assay / compound,9,10,11,12,13,14,15,16
SW480 rerep,-1%,?,-12%,-2%,.,?,.,.
ATXN viability,i,i,i,i,i,i,i,?
ATXN2 expr inh,9%,-8%,1%,-23%,5%,24%,-6%,-38%
KB-3-1 tox,4%,3%,-2%,2%,0%,-1%,2%,?
HT1080-NT tox,2%,-9%,9%,-14%,16%,8%,.,1%
HT1080 IDH1KD tx,1%,-12%,1%,-3%,10%,1%,.,-6%
IL-1B inflam inh,-19,-19,10,-2,-11,-5,.,46
KB-V1 MDR tox,-3%,-23%,-2%,-2%,3%,?,23%,?
MCF10A rerep,11%,20%,3%,-3%,.,0.58µM*,.,.

#17 CCN(CC)CCNS(=O)(=O)c1ccc(C(=O)NN)cc1
#18 CCNC(=O)N1c2ccc(OCC)cc2C(C)=CC1(C)C
#19 CCS(=O)(=O)c1nc(S(=O)(=O)c2ccc(C)cc2)c(NCCCN2CCCC2=O)s1
#20 O=C(O)c1cn(C2CC2)c2cc(N3CCN(S(=O)(=O)c4ccc5c(c4)OCCO5)CC3)c(F)cc2c1=O
#21 COc1ccc(C2CC(C)(c3ccc(OC)cc3OC)Nc3ccccc3N2)c(OC)c1 (stereo not given)
#22 CC(=O)N1CCC(Nc2ccc(C)cc2)CC1
#23 CN(c1ccccc1)S(=O)(=O)c1ccc(NC(=O)CC(=O)c2ccccc2)cc1
#24 CN(CC(=O)Oc1ccc(-c2nnco2)cc1)S(=O)(=O)c1ccc(F)cc1

assay / compound,17,18,19,20,21,22,23,24
SW480 rerep,-19%[1.84 µM],19%,-2%,?,-1%,-8%,6%,-6%
ATXN viability,?,i,i,i,i,i,i,?
ATXN2 expr inh,-3%,1%,1%,1%[11.3 µM],.,-15%,-22%,1%
KB-3-1 tox,?,-2%,9%,-4%,1%,1%,-7%,14%
HT1080-NT tox,5%,23%,7%,?,-2%,0%,0%,3%
HT1080 IDH1KD tx,12%,16%,15%,?,-1%,3%,1%,2%
IL-1B inflam inh,9,-12,-24,32,0,11,0,8
KB-V1 MDR tox,11%,-3%,?,11%,-7%,-3%,-5%,-2%
MCF10A rerep,-27%,14µM*,2%,2%,15%,-1%,10%,-5%

#25 O=C1NC[C@H](CCCCN2CCN(CCc3ccc(O)cc3)C(=O)C2=O)N(CCC2CCCCC2)C1=O
#26 COc1cc(NC(=O)c2ccc(C)cc2)c(OC)cc1NC(=O)CN1CCOCC1
#27 COc1cc(NS(=O)(=O)c2ccc(NC(=S)NC(=O)c3ccc(F)cc3)cc2)nc(OC)n1
#28 O=C(CSCC(=O)OCn1nnc2ccccc2c1=O)Nc1ccc(Cl)cc1
#29 COC(=O)c1ccc(Cn2c(C)c(C(=O)NCc3ccco3)sc2=O)o1
#30 CSc1cccc(NC(=O)Cn2c3ncccc3c(=O)n2-c2ccc(C)cc2)c1
#31 Cc1ccc(S(=O)(=O)N2CCC(C(=O)NC3CC(C)(C)NC(C)(C)C3)CC2)cc1
#32 C/C(CCC(C)C)=N\NC(=S)NCc1ccccc1

assay / compound,25,26,27,28,29,30,31,32
SW480 rerep,.,-4%,1%,-7%,.,.,22%,7%
ATXN viability,i,?,i,i,i,i,i,i
ATXN2 expr inh,4%,9%,10%,-1%,0%,-14%,0%,9%
KB-3-1 tox,11%,-1%,0%,22%,0%,10%,-1%,-3%
HT1080-NT tox,17%,7%,-4%,3%,-2%,.,-12%,1%
HT1080 IDH1KD tx,5%,13%,-8%,-2%,0%,.,6%,3%
IL-1B inflam inh,0,-19,66,13,-56*,.,-6,0
KB-V1 MDR tox,0%,-5%,6%,-18%,8%,0%,0%,19%
MCF10A rerep,.,16%,20%,4%,.,.,9%,2%

#33 Cc1cc(Cl)ccc1N(CC(=O)NCc1ccccc1)S(C)(=O)=O
#34 CN(C)N=Nc1nc2c([nH]1)c(=O)n(C)c(=O)n2C
#35 CC(C#Cc1ccc2c(c1)COc1c3ccccc3nn1-2)OC(C)(C)C (stereo not given)
#36 COc1ccc(S(=O)(=O)N2CCOCC2)cc1NC(=O)c1cccc(Cl)c1
#37 CCCCn1nnc(NC(=O)c2cc3ccccc3o2)n1
#38 CCN1CCN(C(=O)CCc2nnc(CCc3ccccc3OC)o2)[C@@H](C)C1=O
#39 COc1ccc(CCNC(=S)NC(=O)c2c(-c3ccccc3Cl)noc2C)cc1OC
#40 COc1ccc(C2NC(=O)NC(O)(C(F)(F)F)C2C(=O)c2ccc(C)cc2)cc1 (stereo not given)

assay / compound,33,34,35,36,37,38,39,40
SW480 rerep,-10%,19%,-18%,-3%,-4%,12%,27%,3%
ATXN viability,i,i,i,i,i,i,i,i
ATXN2 expr inh,-14%,10%,59%[activator],-9%,32%[activator],-3%,.,-5%
KB-3-1 tox,-8%,-2%,?,-13%,19%,-5%,-11%,7%
HT1080-NT tox,-3%,0%,15%,0%,12%,12%,-11%,-24%
HT1080 IDH1KD tx,0%,-7%,13%,3%,9%,10%,0%,-3%
IL-1B inflam inh,8,-5,18,22,-8,35,-18,13
KB-V1 MDR tox,0%,23%,?,-5%,?,-14%,?,4%
MCF10A rerep,-20%[9.22 µM],1%,-5%,0%,-4%,1%,7%,-4%

#41 Cc1ccccc1NC(=O)CSc1nc(=O)n(CCN2CCOCC2)c2c1CCCC2
#42 CN(C)c1ccc(C=c2c3ccccc3n3c2cc(-c2ccc(Cl)cc2)[n+]3C)cc1
#43 CCOC(=O)CSc1nc(-c2ccc(OC)cc2)ns1
#44 COc1cc(C(=O)NCc2cccc3ccccc23)ccc1OCc1ccccc1
#45 COc1ccc(-c2csc(-n3ncc(-c4cccs4)c3N)n2)cc1
#46 CCCCCn1c(=N)n(CC(O)COc2ccccc2OC)c2ccccc21 (stereo not given)

assay / compound,41,42,43,44,45,46
SW480 rerep,-5%,?,1%,-4%,?,?
ATXN viability,?,11µM*,i,i,?,28µM*
ATXN2 expr inh,-9%,?,?,0%,-25%,28µM*!
KB-3-1 tox,?,7.3µM*,-1%,-1%,-13%,?
HT1080-NT tox,9%,?,2%,-4%,-22%,?
HT1080 IDH1KD tx,12%,?,0%,0%,-18%,?
IL-1B inflam inh,-10,-119*,11,?,-21,-59*
KB-V1 MDR tox,-7%,-11%,-10%,-1%,-11%,?
MCF10A rerep,1%,26%,3%,-2%,23%,?

Eight structures already listed, sorted by molar mass, low to high.
#4 Cn1c(-c2ccccc2)cccc1=O
#6 COCCNC(=O)CCCC(=O)NCCOC
#32 C/C(CCC(C)C)=N\NC(=S)NCc1ccccc1
#37 CCCCn1nnc(NC(=O)c2cc3ccccc3o2)n1
#30 CSc1cccc(NC(=O)Cn2c3ncccc3c(=O)n2-c2ccc(C)cc2)c1
#36 COc1ccc(S(=O)(=O)N2CCOCC2)cc1NC(=O)c1cccc(Cl)c1
#26 COc1cc(NC(=O)c2ccc(C)cc2)c(OC)cc1NC(=O)CN1CCOCC1
#7 CCOC(=O)C(C(=O)OCC)C1OC(=O)c2cc3c(cc21)C(=O)OC3C(C(=O)OCC)C(=O)OCC (stereo not given)

assay / compound,4,6,32,37,30,36,26,7
SW480 rerep,-17%,-6%,7%,-4%,.,-3%,-4%,29%
ATXN viability,i,i,i,i,i,i,?,i
ATXN2 expr inh,5%,-13%,9%,32%[activator],-14%,-9%,9%,-21%
KB-3-1 tox,0%,1%,-3%,19%,10%,-13%,-1%,-13%
HT1080-NT tox,15%,2%,1%,12%,.,0%,7%,?
HT1080 IDH1KD tx,4%,1%,3%,9%,.,3%,13%,?
IL-1B inflam inh,20,22,0,-8,.,22,-19,-98*
KB-V1 MDR tox,13%,17%,19%,?,0%,-5%,-5%,6%
MCF10A rerep,-12%,1%,2%,-4%,.,0%,16%,?

Assay outcomes as filed in PubChem.
